ASK1 primary = human ASK1 kinase inhibition, primary screen. Q99683. AlphaScreen MKK6 phosphorylation by ASK1, luminescence. inhibition, % at 7.44 µM. 0.99% of 22,000 active. AID 1159602; in the data active means inhibition above about 35%;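 further: 0% = median of compound wells and 100% = no enzyme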
ULK1 primary = blocks human autophagy kinase ULK1; O75385; AlphaScreen Atg13 phosphorylation by ULK1, luminescence; inhibition, % at 5.96 µM; 1.9% of 30,000 active; AID 1259251; in the data active means inhibition above about 43%;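 further: 0% = median of compound wells and 100% = no enzyme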
Target sequence (O75385 whole entry, looked up): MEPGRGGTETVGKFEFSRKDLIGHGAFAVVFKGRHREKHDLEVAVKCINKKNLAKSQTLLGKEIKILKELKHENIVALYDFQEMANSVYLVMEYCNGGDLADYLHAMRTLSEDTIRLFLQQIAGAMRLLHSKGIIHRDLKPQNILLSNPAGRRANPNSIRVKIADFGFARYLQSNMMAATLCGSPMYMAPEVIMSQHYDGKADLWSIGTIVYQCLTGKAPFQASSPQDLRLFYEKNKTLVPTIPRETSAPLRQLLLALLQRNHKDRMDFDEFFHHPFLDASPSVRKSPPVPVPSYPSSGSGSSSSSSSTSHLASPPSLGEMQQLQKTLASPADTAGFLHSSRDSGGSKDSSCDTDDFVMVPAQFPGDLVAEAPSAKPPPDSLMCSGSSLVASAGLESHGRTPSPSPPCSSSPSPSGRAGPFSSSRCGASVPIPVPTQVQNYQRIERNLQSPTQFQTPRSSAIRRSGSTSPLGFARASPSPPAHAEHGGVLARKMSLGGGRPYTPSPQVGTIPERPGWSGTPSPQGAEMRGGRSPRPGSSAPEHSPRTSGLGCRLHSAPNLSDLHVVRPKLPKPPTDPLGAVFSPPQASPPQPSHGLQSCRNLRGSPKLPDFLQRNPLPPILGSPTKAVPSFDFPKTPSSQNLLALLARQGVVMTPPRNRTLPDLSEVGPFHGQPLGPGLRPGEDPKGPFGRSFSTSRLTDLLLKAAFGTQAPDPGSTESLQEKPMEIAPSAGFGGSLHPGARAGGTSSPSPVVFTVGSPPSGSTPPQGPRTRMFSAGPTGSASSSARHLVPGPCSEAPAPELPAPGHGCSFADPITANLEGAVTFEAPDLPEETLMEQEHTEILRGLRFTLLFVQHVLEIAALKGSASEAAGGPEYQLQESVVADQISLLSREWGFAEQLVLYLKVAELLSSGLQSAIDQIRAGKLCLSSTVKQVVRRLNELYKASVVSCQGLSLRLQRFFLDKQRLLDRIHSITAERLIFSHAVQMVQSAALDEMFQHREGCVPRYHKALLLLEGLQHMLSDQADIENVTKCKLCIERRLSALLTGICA
Numbers without * were called inactive; x = no result given; & = joins results of further samples.

molecule	ASK1 primary	ULK1 primary
O=C(NCCc1ccc(O)cc1)c1cccc(NCc2ccc3c(c2)OCO3)n1	-9	-9
COc1cc2nc(Nc3ccc(N4CCOCC4)cc3)nc(Nc3ccc4c(c3)OCO4)c2cc1OC	54*	-1
Nc1cc(C2=C3C=CN=C3C(=O)NCC2)c(O)[nH]1	38*	71*
CC(=O)[C@@]1(O)CC[C@H]2[C@@H]3C[C@H](C)C4=CC(=O)CC[C@]4(C)[C@H]3CC[C@@]21C	x	-24
CC(=O)OCC(=O)C1(O)CC[C@H]2[C@@H]3CCC4=CC(=O)CC[C@]4(C)[C@H]3C(=O)C[C@@]21C (some centres undefined)	x	-1
Cc1noc(NS(=O)(=O)c2ccc(N)cc2)c1C	x	-3
COc1ccc2c3c(c(=O)oc2c1)CN(C(=O)Nc1cccc(Cl)c1)CC3	x	14
CCCC(=O)NC(N1CCOCC1)C(Cl)(Cl)Cl (centres undefined)	x	5

Marked active in ULK1 primary (from the list above):
molecule	ASK1 primary	ULK1 primary
Nc1cc(C2=C3C=CN=C3C(=O)NCC2)c(O)[nH]1	38*	71*

The list continues:
molecule	ASK1 primary	ULK1 primary
CCOc1ccc(NC(=O)CSc2nnc3n2CCN3c2ccc(OC)cc2)cc1	x	-2
CC(C)(C)OC(=O)N1CCN(c2ccnc(Cl)n2)CC1	-14	3
O=C1CCCN1CCCNc1nc(Nc2ccc(C(F)(F)F)cc2)nc2c1ncn2-c1ccsc1	10	-18
O=C(NC1CC1)c1ccc(-c2cc(NCc3nc4ccccc4[nH]3)ncn2)cc1	-6	18
CCN(CC)C(=O)/C(=C\c1ccc(N(C)C)cc1)NC(=O)c1ccccc1	x	6
Cc1nc(Nc2ccccc2)cc(-c2cncc(-c3ccccc3)c2)n1	x	0
Cc1[nH]ncc1-c1ccc(NC(=O)[C@H]2Cc3ccccc3CN2)c(OCCN(C)C)c1	15	14
FC(F)(F)c1ccc(Nc2nc(NCc3cccc(C(F)(F)F)c3)c3ncn(-c4ccccc4)c3n2)cc1	4	-12

Next part.
molecule	ASK1 primary	ULK1 primary
O=C(NCc1ccccc1)c1cccc(Nc2nccc3ccccc23)n1	-5	0
NC(C(=O)N1CCN(c2ccc3[nH]ncc3c2)CC1)c1ccc(F)cc1F (centres undefined)	-7	6
O=C(Nc1ccc(N2CCOCC2)cc1)c1ccnc(Nc2nccc3ccccc23)c1	4	12
O=C(Nc1nnc(-c2ccccc2Cl)s1)c1cccs1	x	-5
O=C(NCCN1CCOCC1)c1cccc(-n2ncc3cc(Nc4ccccc4F)ccc32)c1	-9	-31
CCCCOc1ccc(OCCCN2CCOCC2)cc1	x	-10
O=S1(=O)CCNCN1	x	-12&-2
c1ccc(OCCNc2nc(NCc3cccnc3)nc3nc[nH]c23)cc1	8	12

(more compounds)
molecule	ASK1 primary	ULK1 primary
CCCCCCCCCCCCCCCCCCOCC(O)CO (centres undefined)	x	0
C=C(c1ccc(C(=O)O)cc1)c1cc2c(cc1C)C(C)(C)CCC2(C)C	x	-9
CN(C)CCNC(=O)c1cccc(-n2ncc3cc(Nc4ccccc4Cl)ccc32)c1	8	-34
O=C(NCCCN1CCCC1=O)c1cc(NC2CCN(Cc3ccccc3)CC2)nc2ccccc12	-1	-13
COC(=O)c1cccc(-c2cc(NC(=O)Cc3ccccc3)n[nH]2)c1	1	-4
CCCNC(=O)c1cnc(N2CCc3ccccc3C2)s1	-15	3
Nc1cccc(-c2ccc(C(=O)NCCN3CCOCC3)s2)c1	12	-13
O=C1CCCN1CCn1cnc2c(NCCO)nc(NC3CCN(Cc4ccccc4)CC3)nc21	-18	1

Later entries
molecule	ASK1 primary	ULK1 primary
CC(C)n1cnc2c(Nc3ccc(N4CCOCC4)cc3)nc(NCc3cccnc3)nc21	10	47*
O=C(Nc1ccc2[nH]ncc2c1)[C@H]1CCCN1C(=O)[C@@H](O)c1ccccc1Cl	10	20
Nc1nc(Nc2ccc(Oc3ccccc3)cc2)cc(-c2csc3ccccc23)n1	8	-26
CC(=O)c1cccc(-c2cncc(C(=O)NCCCN3CCCC3=O)c2)c1	-10	9
O=C(NCc1nc2ccccc2[nH]1)c1ccc2nc(-c3ccc(N4CCOCC4)nc3)sc2c1	33	11
O=C(CSc1nnc2n1CCN2c1ccccc1)N1CCOCC1	x	3
O=C(O)c1cc(O)ccc1O	x	4
Cc1ccccc1Nc1nc(N2CCOCC2)nc2c1cnn2-c1ccccc1	x	-4

(listing goes on)
molecule	ASK1 primary	ULK1 primary
O=C(Nc1ccc2[nH]ncc2c1)c1cc(-c2ccccc2)n[nH]1	10	6
O=C1CC(c2ccc(Cl)cc2)CC(=O)N1	x	-5
FC(F)(F)c1ccc(Cn2cnc3c(Nc4ccc(Oc5ccccc5)cc4)nc(-c4csc5ccccc45)nc32)cc1	1	-6
COc1ccc(CN(CCN(C)C)c2ncccn2)cc1	x	9
COc1nc(NCCCN2CCCC2=O)nc(-c2ccccc2)n1	3	3
CN(C)c1cccc(Nc2nc(NCc3nc4ccccc4[nH]3)c3[nH]cnc3n2)c1	10	16
COc1ccc(N2CCN(Cc3cc(=O)c(OC)cn3CC(=O)NCc3ccccc3)CC2)cc1	x	1
COc1ccc(C2=NN(C(=O)c3ccccc3)C(O)(C(F)(F)F)C2)cc1 (centres undefined)	x	-15

(list continues)
molecule	ASK1 primary	ULK1 primary
CCCNc1nc(NCCCN2CCCC2=O)nc(N(CC)CC)n1	-2	1
CCN(CC)C(=O)C1CCCN(c2cc(C(=O)Nc3ccc(N4CCOCC4)cc3)c3ccccc3n2)C1 (centres undefined)	10	-1
CCCNC(=O)c1ccnc(Nc2nccc3ccccc23)c1	-3	1
CN(C)CCN(C)C(=O)c1cc(-c2cn[nH]c2)ccc1NC(=O)C1COc2ccccc2C1 (centres undefined)	-9	4
O=[N+]([O-])c1ccc(-n2ncnc2-c2cccc(-n3ncc4cc(Nc5ccccc5F)ccc43)c2)cc1	18	3
Cc1cccc(NC(=O)c2cccc(-n3cc(NC(=O)Cc4ccc(F)cc4)cn3)c2)c1	-11	-25
CC(C)N(CCNC(=O)c1ccnc(Nc2cccc(N(C)C)c2)c1)C(C)C	-10	2
Nc1cccc(-c2cc(NCCO)nc(N)n2)c1	0	-10

15 structures already listed, arranged by number of heavy atoms, ascending.
molecule	ASK1 primary	ULK1 primary
O=C(O)c1cc(O)ccc1O	x	4
O=C1CC(c2ccc(Cl)cc2)CC(=O)N1	x	-5
Nc1cccc(-c2cc(NCCO)nc(N)n2)c1	0	-10
O=C(Nc1ccc2[nH]ncc2c1)c1cc(-c2ccccc2)n[nH]1	10	6
COc1nc(NCCCN2CCCC2=O)nc(-c2ccccc2)n1	3	3
CCCNc1nc(NCCCN2CCCC2=O)nc(N(CC)CC)n1	-2	1
COc1ccc(C2=NN(C(=O)c3ccccc3)C(O)(C(F)(F)F)C2)cc1 (centres undefined)	x	-15
CC(C)N(CCNC(=O)c1ccnc(Nc2cccc(N(C)C)c2)c1)C(C)C	-10	2
Cc1ccccc1Nc1nc(N2CCOCC2)nc2c1cnn2-c1ccccc1	x	-4
Cc1cccc(NC(=O)c2cccc(-n3cc(NC(=O)Cc4ccc(F)cc4)cn3)c2)c1	-11	-25
CN(C)CCN(C)C(=O)c1cc(-c2cn[nH]c2)ccc1NC(=O)C1COc2ccccc2C1 (centres undefined)	-9	4
COc1ccc(N2CCN(Cc3cc(=O)c(OC)cn3CC(=O)NCc3ccccc3)CC2)cc1	x	1
O=[N+]([O-])c1ccc(-n2ncnc2-c2cccc(-n3ncc4cc(Nc5ccccc5F)ccc43)c2)cc1	18	3
CCN(CC)C(=O)C1CCCN(c2cc(C(=O)Nc3ccc(N4CCOCC4)cc3)c3ccccc3n2)C1 (centres undefined)	10	-1
FC(F)(F)c1ccc(Cn2cnc3c(Nc4ccc(Oc5ccccc5)cc4)nc(-c4csc5ccccc45)nc32)cc1	1	-6

The list continues.
molecule	ASK1 primary	ULK1 primary
O=C(NC1CCN(Cc2ccccc2)CC1)c1ccc2nc(N3CCN(Cc4ccc5c(c4)OCO5)CC3)sc2c1	0	5
OCCNc1nc(-c2ccccc2)nc2c1ncn2C1CCCCC1	2	-2
CN(C#N)c1nc(Cl)nc(Nc2ccc(Cl)cc2)n1	x	21
c1cncc(CNc2nc(Nc3nccc4ccccc34)nc3c2ncn3-c2ccsc2)c1	-4	23
Cc1cccc(C)c1N1C(=O)CC(SC(C)(C)C(N)C(=O)O)C1=O (centres undefined)	x	-1
COc1ccc2c(c1)CC(C(=O)Nc1ccc(-c3ccnc(N)n3)cc1OCC(=O)O)CO2 (centres undefined)	-10	23
O=C(c1cccnc1)N1CCC(Oc2ccc(Br)cc2)CC1	-4	-2
CCCCn1c(=O)/c(=C2/Sc3ccccc3N2C)s/c1=C1/C(=O)NN=C1C	x	-1

The list goes on.
molecule	ASK1 primary	ULK1 primary
CN(Cc1cccc(C(=O)NCCCCCCCNS(=O)(=O)c2cccc3c(N(C)C)cccc23)c1)C(=O)Nc1ccc(-c2cn[nH]c2)cc1	-17	1
CCCCCCCCCCCCNC(=O)C[N+](C)(C)Cc1ccccc1	x	-27
FC(F)(F)c1cccc(CNc2nc(Oc3ccccc3)nc3c2ncn3-c2ccsc2)c1	-29	-6
CCN(CC)C(=O)C1CCCN(c2nc(NCCOc3ccccc3)c3[nH]cnc3n2)C1 (centres undefined)	-4	5
O=C(Nc1ccc(Cn2cccn2)cc1)c1cccc(-n2cc(NC(=O)C3CCc4ccccc43)cn2)c1 (centres undefined)	5	-4
Nc1cccc(-c2nccc(NC3CC3)n2)c1	-14	-8
O=C1CCCN1CCCNc1ncnc2nc(NCc3cccnc3)[nH]c12	-4	5
O=C(Nc1ccc2cn[nH]c2c1)c1ccc(OCC(O)c2ccc(Br)cc2)cc1 (centres undefined)	1	-39

(listing goes on)
molecule	ASK1 primary	ULK1 primary
COc1ccc(-c2cc(N)ncn2)cc1	-16	-1
c1nc2nc(Nc3ccc(N4CCOCC4)cc3)nc(Nc3ccc(N4CCOCC4)cc3)c2[nH]1	20	14
CN1CCN(c2ccc(-c3ncc(C(=O)Nc4ccc(Oc5ccccc5)cc4)s3)cc2)CC1	-6	-29
COc1cccc(CN(C)C(=O)Nc2c(F)cc(-c3cn[nH]c3)cc2N(C)C)c1	-12	11
CCN(CC)C(=O)C1CCCN(c2nc3c(Nc4ccccc4)ncnc3n2C(C)C)C1 (centres undefined)	7	1
c1ccc(Nc2nc(N3CCc4ccccc4C3)nc3c2ncn3-c2ccsc2)cc1	10	-13
C=C(C)Cn1c(COc2ccc(C)cc2)n[nH]c1=S	x	3
Cn1c(Nc2cccc(C(=O)NC3CCN(Cc4ccccc4)CC3)n2)nc2ccccc21	-9	0

Remaining list, next part
molecule	ASK1 primary	ULK1 primary
CN1CCN(C(=O)c2ccc(-c3cncc(C(=O)NCCc4ccc(O)cc4)c3)cc2)CC1	-6	2
CCn1c(C)cc(O)c(C(c2cccc(OC)c2)N2CCN(c3ccccc3F)CC2)c1=O (centres undefined)	x	0
CC(=O)c1cccc(-c2nc(Nc3ccc(N4CCOCC4)cc3)c3ncn(C(C)C)c3n2)c1	25	56*
O=C1/C(=C\c2cccs2)N2CCC1CC2	x	10
COc1ccc2c(c1)CC(C(=O)Nc1ccc(-c3cnoc3N)cc1)CO2 (centres undefined)	9	-4
O=c1[nH]c(C2CC2)nc2cc(-c3cnn(-c4cccc(CN5CCOCC5)c4)c3)ccc12	-6	-4
O=C(OCCO)c1ccccc1O	x	0
CCN(CC)C(=O)C1CCCN(c2ncc(C)c(NCCN(C(C)C)C(C)C)n2)C1 (centres undefined)	-5	10

(more compounds)
molecule	ASK1 primary	ULK1 primary
Cc1nn(C)c(C)c1-c1cccc(C(=O)NCc2cccnc2)n1	4	-9
COc1cc(Nc2nc(NCCOc3ccccc3)c3ncn(CCN4CCCC4=O)c3n2)cc(OC)c1OC	-6	-8
O=C(Nc1ccccc1)c1csc(N2CCC(N3CCOCC3)CC2)n1	-2	17
COc1ccc(-c2nc3c(Nc4ccccc4)ncnc3n2C(C)C)cc1	-4	-4
c1cncc(CNc2ncnc3nc(-c4csc5ccccc45)[nH]c23)c1	3	8
CN1CCN(C(=O)c2ccc(-c3nccc(Nc4ccc(Oc5ccccc5)cc4)n3)cc2)CC1	-4	-18
O=C(NCc1ccccc1)c1cnc(Nc2cccnc2)s1	-14	8
CS(=O)(=O)c1ccc(N2CCN(S(=O)(=O)c3cccs3)CC2)c(F)c1	x	3

(continued)
molecule	ASK1 primary	ULK1 primary
CCNc1ncc(C(=O)NCCO)s1	-10	-31
Fc1ccc(-c2c(-c3ccnc(Nc4ccc(N5CCOCC5)cc4)c3)noc2C2CC2)cc1	31	19
CC(=O)c1cccc(-c2ccc(C(=O)NCCN3CCOCC3)s2)c1	0	-6
FC(F)(F)c1cccc(CNc2nc(NCc3ccc4c(c3)OCO4)nc3c2ncn3-c2ccccc2)c1	2	5
O=C(NCc1ccccc1)c1ccnc(NCc2cccnc2)c1	-9	10
CN(C)C(=O)COc1cc(-c2cn[nH]c2)ccc1NC(=O)C1COc2ccccc2C1 (centres undefined)	-2	0
CCCNC(=O)c1cccc(Nc2cccc(N(C)C)c2)n1	-4	25
c1ccc2c(c1)CCN(c1nc(Nc3ccc(N4CCOCC4)cc3)c3[nH]cnc3n1)C2	23	15

Next structures follow:
molecule	ASK1 primary	ULK1 primary
O=C(Nc1ccc2[nH]ncc2c1)[C@@H]1CCN(C(=O)C(O)c2ccc(Br)cc2F)C1 (some centres undefined)	14	-2
c1nc2nc(NCCN3CCOCC3)nc(Nc3ccc4c(c3)OCO4)c2[nH]1	3	12
Cc1cc(-c2ccncc2)ccc1NC(=O)C1COc2ccccc2O1 (centres undefined)	5	4
COc1ccc(CCNc2ccnc(Nc3ccc4ncccc4c3)n2)cc1	-1	-14
O=C(Cc1cn(-c2ccc(NC3CCN(Cc4ccccc4)CC3)nn2)c2ccccc12)NCCCN1CCCC1=O	-1	-7
Cn1c(Nc2nc(C(=O)NCCCN3CCCC3=O)cs2)nc2ccccc21	-2	14
O=S(=O)(NCCc1csc(-c2ccc(Cl)cc2)n1)c1ccccc1	x	-24
COc1ccc(-c2ccc(C(=O)NCCN(C(C)C)C(C)C)s2)cc1	5	-10

High-throughput results (PubChem)
